GPR35 antagonists: GPR35 antagonists blocking zaprinast-driven arrestin recruitment, primary screen, imaging, U2OS, beta-arrestin-GFP, zaprinast agonist (AID 2058). G-protein coupled receptor 35 (Homo sapiens). U2OS GPR35 beta-arrestin-GFP translocation imaging, zaprinast antagonism; higher % means a stronger effect. inhibition, % at 10 µM; hits with a dose series show IC50 in µM. 290,000 compounds, 0.052% hits;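 active = inhibition of at least 50% with at least 30 cells and total cytoplasm GFP at most 10,000,000; inconclusive = under 30 cells or total GFP of 10,000,000 plus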
LYP phosphatase: inhibitors of LYP phosphatase, biochemical, fluorescence intensity, uHTS (AID 1779); inhibition, % at 11.5 µM, or IC50 in µM where a hit was titrated; recombinant LYP phosphatase, fluorescence intensity; higher % means a stronger effect; 290,000 compounds, 0.054% hits; in the data active = inhibition above about 50%;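 also: plate controls were vehicle with enzyme for no effect and no enzyme for full effect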
NTR1 ag: agonists of NTR1, primary screen, imaging, U2OS cells, beta-arrestin-GFP, high content (AID 493036). 330,000 compounds, 0.17% hits. NTR1-U2OS beta-arrestin-GFP spot imaging, agonist mode. activation, % at 20 µM. Neurotensin receptor type 1 (Homo sapiens), P30989;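 active = activation at or above 40% of the spot to cytoplasm intensity ratio, with at least 20 cells analyzed; inconclusive = wells under 20 cells, flagged as cytotoxic or low count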;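 also: 0% = DMSO without peptide and 100% = 100 nM NTR1 peptide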
Target sequence (P30989 whole entry, looked up): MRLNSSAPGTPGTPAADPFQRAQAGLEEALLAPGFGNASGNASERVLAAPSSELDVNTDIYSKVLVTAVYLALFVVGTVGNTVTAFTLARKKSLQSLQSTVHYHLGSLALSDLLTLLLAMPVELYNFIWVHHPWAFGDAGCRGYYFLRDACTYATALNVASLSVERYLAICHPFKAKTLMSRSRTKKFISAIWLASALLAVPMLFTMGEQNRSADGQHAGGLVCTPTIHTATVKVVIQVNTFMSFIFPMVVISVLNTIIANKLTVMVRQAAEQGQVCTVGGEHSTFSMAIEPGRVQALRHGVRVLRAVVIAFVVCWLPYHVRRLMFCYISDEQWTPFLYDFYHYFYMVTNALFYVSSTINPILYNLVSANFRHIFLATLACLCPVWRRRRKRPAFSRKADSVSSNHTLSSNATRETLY
HIV fusion peptide: inhibitors of HIV fusion peptide binding, primary screen, biochemical, uHTS, fluorescence dequenching (AID 1986). cell-free peptide binding, fluorescence dequenching, 30 min; higher % means a stronger effect. inhibition, % at 20 µM, or IC50 in µM where a hit was titrated. 290,000 compounds, 0.3% hits; in the data active = inhibition mostly above about 52%, no sharp cut-off; inactive = mostly below about 76%; also: some results filed as inactive read as strong as hits
Myeloid diff 2: induction of myeloid progenitor differentiation, primary screen, cell-based, flow cytometry, MLPCN library; ER-HoxA9 myeloid progenitors, lysozyme-GFP differentiation; calls only at 10 µM; 360,000 compounds, 1% hits; AID 624256, 2012;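 active = normalized GFP-positive differentiation at or above the plate's own cutoff, the solvent-only control mean plus 3 SD; inconclusive = no clear call, values can overlap the other calls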;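 also: cells exposed to compound for four days before flow analysis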
PhoP inhibition: inhibitors of PhoP regulon expression, primary screen, Salmonella Typhimurium, GFP reporter (AID 1863) | S. Typhimurium PhoP-regulated promoter GFP reporter, 4 h; higher % means a stronger effect | inhibition, % at 50 µM, or IC50 in µM where a hit was titrated | 300,000 compounds, 0.16% hits;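 active = inhibition over 29.93%, a cutoff 3 SD above the screen mean, later confirmed by dose response; inconclusive = inhibition over 29.93% but no dose response follow-up; inactive = inhibition at most 29.93% or unconfirmed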;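 also: 0% = low Mg2+ inducing control and 100% = high Mg2+ repressing control; strong numbers were not always called active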
MgcRacGAP inhibition: MgcRacGAP GTPase-activating activity inhibitors, confirmation, biochemical, ADP Hunter fluorescence; AID 624330, 2012; MgcRacGAP-stimulated Rac1 GTP hydrolysis, ADP Hunter fluorescence; higher % means a stronger effect; GST-tagged Rac1 F28L mutant substrate; inhibition, % at 30 µM; hits with a dose series show IC50 in µM; 340,000 compounds, 0.6% hits;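 active = first-screen hits whose inhibition reached a set limit at any dose in the follow-up dose series; inconclusive = inhibition above the set first-screen limit but never retested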;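 also: fluorescence reports GDP produced by GAP-driven GTP hydrolysis; strong numbers were not always called active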
GPR55 LPI antagonism: GPR55 antagonists blocking LPI-driven arrestin recruitment, primary screen, imaging, U2OS, beta-arrestin-GFP, LPI agonist (AID 2013); U2OS GPR55 beta-arrestin-GFP translocation imaging, LPI antagonism; higher % means a stronger effect; inhibition, % at 10 µM, or IC50 in µM where a hit was titrated; 290,000 compounds, 0.13% hits;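 active = spots per cell inhibited over 60%, with over 100 cells counted and total cytoplasm intensity under 500,000; inconclusive = wells with under 100 cells, flagged as likely toxic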;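 also: U2OS cells stably carrying GPR55 and arrestin-GFP stimulated by 5 µM LPI near EC80; imaged beta-arrestin-GFP aggregate spots per cell after agonist stimulation; plate controls were LPI-stimulated DMSO wells for no effect and DMSO wells without LPI for full effect; some results filed as inactive read as strong as hits; confirmed hits need IC50 under 10 µM and bright autofluorescent wells are also inconclusive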
SIAH1 antagonists: Siah-1 peptide-binding antagonists, primary screen, biochemical, fluorescence polarization, rhodamine-plectin, uHTS (AID 1817) | Siah-1 / rhodamine-plectin peptide fluorescence polarization; higher % means a stronger effect | displacement, % at 20 µM, or IC50 in µM where a hit was titrated | 290,000 compounds, 0.02% hits;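 active = displacement of at least 50% at 20 µM, with a fluorescence ratio check between 0.3 and a set limit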;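 also: plate controls were Siah plus tracer with DMSO for no effect and tracer alone without Siah for full effect; strong numbers were not always called active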
NTR1 ag cell count 20 µM: also measured in NTR1 ag; calls as there; cell count; measured here: cell count, cytotoxicity flag
Myeloid diff 2 GFP+ MAC1+ %: also measured in Myeloid diff 2; calls as there; GFP+ MAC1+ double positive, %; measured here: differentiation confirmed by MAC1 staining
Numbers without * were called inactive.

`CCc1c(C)nc(SCC(=O)NNC(=O)Cc2ccc(OC)cc2)[nH]c1=O` gave GPR35 antagonists 3.7%, LYP phosphatase -7.6%, NTR1 ag 1.3, HIV fusion peptide -1.5%, Myeloid diff 2 inactive, PhoP inhibition -6.5%, MgcRacGAP inhibition 8.9%, GPR55 LPI antagonism -22.1%, SIAH1 antagonists 0.4%, NTR1 ag cell count 20 µM 69 and Myeloid diff 2 GFP+ MAC1+ % 0.6.
Cc1nn(-c2ccccc2)c(C)c1NC(=O)COC(=O)Cc1cccc(C(F)(F)F)c1 was read as NTR1 ag 0.0, Myeloid diff 2 inactive, PhoP inhibition -2.9%, MgcRacGAP inhibition -0.3%, NTR1 ag cell count 20 µM 68 and Myeloid diff 2 GFP+ MAC1+ % 0.2.
Screening COc1ccc(S(=O)(=O)Nc2ccncc2)c(C)c1C returned GPR35 antagonists 1.0%, LYP phosphatase 2.6%, NTR1 ag -1.3, HIV fusion peptide -0.5%, Myeloid diff 2 inactive, PhoP inhibition -0.4%, MgcRacGAP inhibition 1.3%, GPR55 LPI antagonism -6.0%, SIAH1 antagonists 9.6%, NTR1 ag cell count 20 µM 72 and Myeloid diff 2 GFP+ MAC1+ % 0.1.
Screening CC12CN3CC(C)(CN(C1)C3c1ccc(Cl)cc1)C2 (configuration not stated) returned GPR35 antagonists 19.7%, LYP phosphatase -8.0%, NTR1 ag -0.4, HIV fusion peptide -0.6%, Myeloid diff 2 inactive, PhoP inhibition -8.8%, MgcRacGAP inhibition 10.6%, GPR55 LPI antagonism 1.0%, SIAH1 antagonists 1.3%, NTR1 ag cell count 20 µM 53 and Myeloid diff 2 GFP+ MAC1+ % 0.3.
For Cc1cc(C)n(C(=O)c2cccc(S(=O)(=O)N3CCCC3)c2)n1 the results were GPR35 antagonists 11.2%, LYP phosphatase -6.8%, NTR1 ag -1.1, HIV fusion peptide 2.4%, Myeloid diff 2 inactive, PhoP inhibition -5.5%, MgcRacGAP inhibition -1.1%, GPR55 LPI antagonism 9.6%, SIAH1 antagonists 1.4%, NTR1 ag cell count 20 µM 58 and Myeloid diff 2 GFP+ MAC1+ % 12.0.
`COc1ccc(N2CC(C(=O)Nc3ccc(N4CCOCC4)cc3)CC2=O)cc1` (configuration not stated) gave GPR35 antagonists -2.4%, LYP phosphatase -6.1%, NTR1 ag -0.4, HIV fusion peptide -0.2%, Myeloid diff 2 inactive, PhoP inhibition -5.5%, MgcRacGAP inhibition 6.7%, GPR55 LPI antagonism -5.0%, SIAH1 antagonists -5.2%, NTR1 ag cell count 20 µM 88 and Myeloid diff 2 GFP+ MAC1+ % 3.2.
`COC(=O)CN(c1ccccc1)S(=O)(=O)c1ccccc1` gave GPR35 antagonists -3.0%, LYP phosphatase -7.6%, NTR1 ag -1.1, HIV fusion peptide -4.5%, Myeloid diff 2 inactive, MgcRacGAP inhibition 5.3%, GPR55 LPI antagonism 8.6%, SIAH1 antagonists -2.5%, NTR1 ag cell count 20 µM 40 and Myeloid diff 2 GFP+ MAC1+ % 6.7.
Cc1cc(C)cc(-n2ncc3c2CCCC3NC(=O)c2cc(C)n(C)n2)c1 (configuration not stated) was read as GPR35 antagonists 25.5%, LYP phosphatase -7.5%, NTR1 ag 0.5, HIV fusion peptide 0.5%, Myeloid diff 2 inconclusive, PhoP inhibition 3.1%, MgcRacGAP inhibition -5.4%, GPR55 LPI antagonism 5.9%, SIAH1 antagonists -5.7% and NTR1 ag cell count 20 µM 56.
For COCCCN1C(=O)C(=O)/C(=C(/O)c2ccc(OC(C)C)c(C)c2)C1c1ccncc1 (configuration not stated) the results were GPR35 antagonists 2.0%, LYP phosphatase 0.9%, NTR1 ag 1.8, HIV fusion peptide 0.0%, Myeloid diff 2 inactive, PhoP inhibition -10.3%, MgcRacGAP inhibition 9.2%, GPR55 LPI antagonism 30.0%, SIAH1 antagonists 3.1%, NTR1 ag cell count 20 µM 26 and Myeloid diff 2 GFP+ MAC1+ % 1.4.
For COc1cc(C(=O)NCCC(=O)NCCCN2CCCCC2)cc(OC)c1OC the results were GPR35 antagonists 14.4%, LYP phosphatase 6.2%, NTR1 ag -0.4, HIV fusion peptide -1.2%, Myeloid diff 2 inactive, PhoP inhibition -7.5%, MgcRacGAP inhibition 10.4%, GPR55 LPI antagonism -7.1%, SIAH1 antagonists 2.2%, NTR1 ag cell count 20 µM 61 and Myeloid diff 2 GFP+ MAC1+ % 0.5.
For Cc1ccc(Cl)cc1NC(=O)C1CC1c1ccccc1 (configuration not stated) the results were GPR35 antagonists 8.2%, LYP phosphatase -3.6%, NTR1 ag 2.0, HIV fusion peptide 0.2%, Myeloid diff 2 inactive, PhoP inhibition 0.7%, MgcRacGAP inhibition 14.8%, GPR55 LPI antagonism -26.3%, SIAH1 antagonists 0.5%, NTR1 ag cell count 20 µM 48 and Myeloid diff 2 GFP+ MAC1+ % 0.4.
COc1ccc(NS(=O)(=O)c2ccc(C)c(NC(=O)c3ccc(C)c(S(=O)(=O)N4CCOCC4)c3)c2)cc1 was read as GPR35 antagonists -2.7%, LYP phosphatase 3.9%, NTR1 ag 0.5, HIV fusion peptide -0.7%, Myeloid diff 2 inactive, PhoP inhibition 26.3%, MgcRacGAP inhibition 7.0%, GPR55 LPI antagonism 5.0%, SIAH1 antagonists 2.0%, NTR1 ag cell count 20 µM 61 and Myeloid diff 2 GFP+ MAC1+ % 0.4.
For COc1ccc(C(=O)Nc2ccc(Oc3nc(C)nc4sc(-c5ccccc5)cc34)cc2)cc1OC the results were GPR35 antagonists 9.2%, LYP phosphatase 5.1%, NTR1 ag 11.6, HIV fusion peptide -2.0%, Myeloid diff 2 inactive, PhoP inhibition -4.2%, MgcRacGAP inhibition 3.0%, GPR55 LPI antagonism -7.7%, SIAH1 antagonists 4.0%, NTR1 ag cell count 20 µM 90 and Myeloid diff 2 GFP+ MAC1+ % 0.4.
Screening O=C(COc1ccccc1)Nc1nnc(-c2ccc3c(c2)CCCC3)o1 returned GPR35 antagonists 0.6%, LYP phosphatase -7.7%, NTR1 ag 0.5, HIV fusion peptide 17.9%, Myeloid diff 2 inactive, PhoP inhibition -19.4%, MgcRacGAP inhibition -2.4%, GPR55 LPI antagonism 8.9%, SIAH1 antagonists -2.2%, NTR1 ag cell count 20 µM 65 and Myeloid diff 2 GFP+ MAC1+ % 1.7.
For O=[N+]([O-])c1ccc(C(O)C23CN4CN(CN(C4)C2)C3)cc1 (configuration not stated) the results were GPR35 antagonists 3.4%, LYP phosphatase -1.8%, NTR1 ag 1.3, HIV fusion peptide 1.1%, Myeloid diff 2 inactive, PhoP inhibition 6.8%, MgcRacGAP inhibition 2.8%, GPR55 LPI antagonism 5.3%, SIAH1 antagonists 10.2%, NTR1 ag cell count 20 µM 57 and Myeloid diff 2 GFP+ MAC1+ % 0.6.
For CCC(=O)/C=C1\Sc2ccc(OC)cc2N1CC the results were GPR35 antagonists 8.4%, LYP phosphatase -11.2%, NTR1 ag -2.7, HIV fusion peptide 0.3%, Myeloid diff 2 inactive, PhoP inhibition 1.0%, MgcRacGAP inhibition 7.2%, GPR55 LPI antagonism -3.4%, SIAH1 antagonists -1.6%, NTR1 ag cell count 20 µM 81 and Myeloid diff 2 GFP+ MAC1+ % 1.0.
For Cc1ccccc1C(=O)NNC(=O)c1cccc([N+](=O)[O-])c1 the results were GPR35 antagonists -7.7%, LYP phosphatase -5.3%, NTR1 ag -0.4, HIV fusion peptide 2.2%, Myeloid diff 2 inactive, PhoP inhibition -1.1%, MgcRacGAP inhibition -6.0%, GPR55 LPI antagonism 6.1%, SIAH1 antagonists 0.4%, NTR1 ag cell count 20 µM 41 and Myeloid diff 2 GFP+ MAC1+ % 0.6.
Screening Cc1ccc(NC(=O)c2ccc(N3CCOCC3)c([N+](=O)[O-])c2)cc1S(=O)(=O)N1CCOCC1 returned GPR35 antagonists -5.2%, LYP phosphatase 1.3%, NTR1 ag 0.9, HIV fusion peptide 1.3%, Myeloid diff 2 inactive, PhoP inhibition 6.2%, MgcRacGAP inhibition 10.1%, GPR55 LPI antagonism -11.8%, SIAH1 antagonists 5.9%, NTR1 ag cell count 20 µM 60 and Myeloid diff 2 GFP+ MAC1+ % 0.9.
Screening O=C(O)CC1(O)C(=O)N(Cc2ccccc2)c2ccccc21 (configuration not stated) returned GPR35 antagonists -2.8%, LYP phosphatase 0.9%, NTR1 ag -0.2, HIV fusion peptide 0.7%, Myeloid diff 2 inactive, MgcRacGAP inhibition 3.0%, GPR55 LPI antagonism 3.3%, SIAH1 antagonists -5.5%, NTR1 ag cell count 20 µM 86 and Myeloid diff 2 GFP+ MAC1+ % 0.3.
Screening CN1CCN(C(=O)C23CC4CC(C2)CC(c2ccccc2)(C4)C3)CC1 returned GPR35 antagonists 6.7%, LYP phosphatase -7.3%, NTR1 ag 0.8, HIV fusion peptide -1.1%, Myeloid diff 2 inactive, PhoP inhibition -3.8%, MgcRacGAP inhibition 3.1%, GPR55 LPI antagonism -7.1%, SIAH1 antagonists 2.1%, NTR1 ag cell count 20 µM 37 and Myeloid diff 2 GFP+ MAC1+ % 0.5.
CCN(CC)S(=O)(=O)c1ccc(N2CCN(c3ccccc3OC)CC2)c(N)c1 was read as GPR35 antagonists -1.1%, LYP phosphatase -4.4%, NTR1 ag -0.1, HIV fusion peptide -2.1%, Myeloid diff 2 inactive, PhoP inhibition 3.8%, MgcRacGAP inhibition 6.1%, GPR55 LPI antagonism 6.1%, SIAH1 antagonists -3.1%, NTR1 ag cell count 20 µM 48 and Myeloid diff 2 GFP+ MAC1+ % 2.4.
